Assay outcomes from PubChem BioAssay.
KAT2A inh: blocks human GCN5L2 histone acetyltransferase | GCN5L2 HAT assay, ThioGlo1 CoA-SH fluorescence | 0.21% of 390,000 active | Q92830 | Potency, µM (titrated, usually from 58.9 µM), for the others: at the top dose activity change, negative = inhibition, most hits filed as inhibitors
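Compounds, pin-transferred from DMSO stocks, meet 20nM GCN5L2 for 15 min before the reaction begins with H3(1-25) peptide (75uM) and acetyl-CoA (70uM). Thiol-reactive ThioGlo1 reports CoA release over 20 min at room temperature.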
FEN1 inhibitor: inhibitors of human flap endonuclease 1 | Potency, µM (titrated, usually from 114 µM), for the others: top-dose activity change, negative = inhibition, hits mostly inhibitors | P39748 | 0.35% of 390,000 active | AID 588795 | Recombinant FEN1 flap cleavage, fluorescence, 15 min; also: nearly all actives have a fitted effect of over 65% in size
Target sequence (P39748 whole entry, looked up): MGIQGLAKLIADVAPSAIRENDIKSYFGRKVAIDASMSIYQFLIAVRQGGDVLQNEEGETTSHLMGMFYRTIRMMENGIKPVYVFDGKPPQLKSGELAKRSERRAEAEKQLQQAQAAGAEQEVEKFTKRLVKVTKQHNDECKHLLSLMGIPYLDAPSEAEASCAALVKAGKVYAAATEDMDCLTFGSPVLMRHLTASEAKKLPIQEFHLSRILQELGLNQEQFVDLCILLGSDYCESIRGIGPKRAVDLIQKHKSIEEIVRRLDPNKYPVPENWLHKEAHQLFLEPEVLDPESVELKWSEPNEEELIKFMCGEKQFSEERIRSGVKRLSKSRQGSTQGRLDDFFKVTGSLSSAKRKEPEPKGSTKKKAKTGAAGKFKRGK
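Enzyme 10 nM, 15 min RT preincubation with compound; start with substrate 50 nM final; reads at 0 and 15 min; qHTS titration, four-parameter Hill fit.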
N370S GC: N370S glucocerebrosidase modulation, Gaucher chaperone candidate. 0.092% of 330,000 active. N370S GC spleen homogenate, 4MU-glucoside fluorescence. Potency, µM (top dose mostly 59.4 µM), for the others: at the highest dose activity change, negative = inhibition, actives largely listed as inhibitors;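 also: 0% = full enzyme activity and -100% = no enzyme basal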
Starred values were filed as active, the others as inactive; ? = inconclusive; nt = not tested or not shown; & = joins results of further samples; [ ] = remark or other dose. Calls follow the shape of the dose curve; as a rule, active = well fitted curve in the direction sought with a large enough effect; inconclusive = small, poorly fitted or top-dose-only effect, or another doubt; inactive = no such curve, though single readings can be large; an effect the other way counts as inactive or inconclusive. Unless noted, % is scaled to controls: 0 for no effect and ±100 for the full control effect; potency is read from the fitted curve at half-maximal effect.

Values run as follows: KAT2A inh, FEN1 inhibitor, N370S GC
Cc1ccc(C2(C(F)(F)F)NC(=O)N3CCCN=C3S2)cc1 (stereo not drawn)
  0.5%, 1.2%, 2.4%
Cc1noc(C)c1COc1ncnc2ccccc12
  -1.9%, -20.5%, -4.8%
COc1ccccc1NC(=O)c1sc2nc(C)c(C(=O)Nc3ccc(C)cc3C)c(-c3ccc(C)o3)c2c1N
  -12.7%, -13.0%, nt
CC(O)C(=O)O (stereo not drawn)
  18.2%, nt, 1.0%
COc1ccc(NS(=O)(=O)c2ccc(C)c(NC(=O)C3CCCO3)c2)cc1 (stereo not drawn)
  1.7%, 1.7%, nt
COc1ccc(CNC(=O)CSc2nc3ccc(C)cc3[nH]2)cc1
  1.5%, -2.1%, 4.2%
CSc1ccccc1C(=O)Nc1cc(C)cc(C)c1
  -15.0%, 0.5%, 13.0%
COc1ccccc1/C=C/C(=O)Nc1cccc(S(=O)(=O)N2CCOCC2)c1
  -6.4%, -4.3%, nt
Cc1ccc(C)c(S(=O)(=O)c2c[nH]c(=S)[nH]c2=O)c1
  3.2%, 18.0%, -22.1%
c1ccc(-c2ccc(CN3C[C@@H]4C(c5ccccc5)C5(c6ccccc6)CC4(C5)[C@H]3c3ccccc3)cc2)cc1 (stereo partly drawn)
  16.5%, -8.7%, -3.1%&13.3%
CCN(c1ccccc1)S(=O)(=O)c1ccc(OC)c(NC(=O)C2CC2)c1
  -13.1%, 1.4%, nt
O=C(Nc1cccc2ccccc12)NC1CCS(=O)(=O)C1 (stereo not drawn)
  -5.8%, -6.9%, -1.5%
COC(=O)NNC(=O)c1ccccc1OC
  23.0%, 8.6%, 10.4%
CC(=O)Nc1ccc(S(=O)(=O)NC2C3(C)CCC(C3)C2(C)C)cc1 (stereo not drawn)
  -21.4%, -10.8%, 0.2%
CCOc1ccc(S(=O)(=O)Nc2cc(OC)c(OC)cc2C(=O)O)cc1
  0.4%, -11.7%, 0.1%
COc1ccc(-n2nc(C(=O)NCC(=O)N(C)Cc3ccccc3)c3ccccc3c2=O)c(OC)c1
  -4.0%, -11.3%, -17.3%
Cn1c(CSCc2ccc(Cl)cc2)nnc1SCC(=O)Nc1nc2ccccc2s1
  -8.8%[0.501 µM], -10.3%, 4.0%
COc1cccc(-c2cc3nc(-c4ccccc4)cc(=O)n3[nH]2)c1
  -6.8%, -2.3%, 7.2%
Cc1cc(C)n2nc(C(=O)Nc3ccc(S(=O)(=O)N4CCCC4)cc3)nc2n1
  -0.2%, 3.7%, 3.9%
O=C(Cc1ccccc1F)c1ccc(O)cc1O
  -16.3%, 1.6%, 2.1%
COc1ccc(CN2CCC(CNS(=O)(=O)c3cccc(C(F)(F)F)c3)CC2)cc1
  -6.2%, -0.4%, -6.3%
Cc1ccc(C)c(S(=O)(=O)Nc2nc3ccc(S(N)(=O)=O)cc3s2)c1
  -10.4%, 5.5%, ?
COc1ccc(C(CNC(=O)C2CC(=O)N(Cc3ccc(C)cc3)C2)N(C)C)cc1 (stereo not drawn)
  -2.9%, -2.4%, 0.6%
CCN(CC)S(=O)(=O)c1ccc(N2CCOCC2)c(NC(=O)C23CC4CC(CC(Cl)(C4)C2)C3)c1
  -12.4%, 7.9%, 1.1%
O=C(CNC(=O)c1cccnc1)N=Nc1c(O)[nH]c2c(Br)cc(Br)cc12
  -7.2%, 12.0%, 0.6%
COC(=O)C1=C(C)NC(=O)NC1c1cccc(OC)c1OCc1ccccc1 (stereo not drawn)
  1.5%, 7.0%, 4.1%
c1ccc(Cn2nnc(-c3ccccc3)n2)cc1
  -2.6%, -2.5%, 7.2%
CC1Cc2ccccc2N1C(=O)COc1nc2ccccc2nc1N1CCOCC1 (stereo not drawn)
  2.3%, -0.3%, 11.2%
COc1ccc(S(=O)(=O)NCc2ccc(C(=O)NCCCN3CC(C)CC(C)C3)cc2)cc1 (stereo not drawn)
  2.5%, -0.5%, 1.7%
CCc1cc(=O)oc2cc(C)cc(OCC(=O)N[C@@H](CSCc3ccccc3)C(=O)O)c12
  -4.3%, 10.9%, -1.6%

Next part (6 carried over from the part before).
Values run as follows: KAT2A inh, FEN1 inhibitor, N370S GC
O=C(CNC(=O)c1cccnc1)N=Nc1c(O)[nH]c2c(Br)cc(Br)cc12
  -7.2%, 12.0%, 0.6%
COC(=O)C1=C(C)NC(=O)NC1c1cccc(OC)c1OCc1ccccc1 (stereo not drawn)
  1.5%, 7.0%, 4.1%
c1ccc(Cn2nnc(-c3ccccc3)n2)cc1
  -2.6%, -2.5%, 7.2%
CC1Cc2ccccc2N1C(=O)COc1nc2ccccc2nc1N1CCOCC1 (stereo not drawn)
  2.3%, -0.3%, 11.2%
COc1ccc(S(=O)(=O)NCc2ccc(C(=O)NCCCN3CC(C)CC(C)C3)cc2)cc1 (stereo not drawn)
  2.5%, -0.5%, 1.7%
CCc1cc(=O)oc2cc(C)cc(OCC(=O)N[C@@H](CSCc3ccccc3)C(=O)O)c12
  -4.3%, 10.9%, -1.6%
CCCCOC(=O)Nc1ccc(S(=O)(=O)Nc2nccs2)cc1
  -2.9%, -0.3%, -3.0%
CCCNC(=O)COC(=O)C1CCN(S(=O)(=O)c2ccc3c(c2)OCCO3)CC1
  -11.1%, 1.6%, 0.3%
Cc1cc(Nc2cccc(Cl)c2Cl)n2ncnc2n1
  -4.5%, 2.4%, -3.4%
Cc1ccc(-c2onc(C)c2C)cc1S(=O)(=O)N1CCC(C)CC1
  -7.1%, -19.4%, nt
c1ccc(-n2nnnc2SCc2ccccn2)cc1
  -5.6%, 5.3%, -5.6%
CCOC(=O)c1[nH]c2cc3c(cc2c1NC(=O)CN1CCc2ccccc2C1)OCO3
  -13.1%, -13.9%, 2.1%
O=C(NCC1CCCO1)C1CCN(C2CCN(Cc3cccs3)CC2)CC1 (stereo not drawn)
  -8.6%, -3.5%, -2.9%
Clc1ccccc1CNc1ncnc2c1nc1n2CCCC1
  -4.1%, -4.5%, nt
COc1ccc(C)cc1NC(=O)c1cc(S(=O)(=O)NCCC2=CCCCC2)ccc1F
  -2.7%, -0.5%, nt
COCCCNC(=O)c1c(C)nn(-c2ccc(F)cc2)c1-n1cccc1
  -8.0%, 16.4%, nt
COc1ccc(C(CNC(=O)c2ccco2)N2CCOCC2)cc1 (stereo not drawn)
  -6.4%, -2.5%, nt
Cc1ccc(S(=O)(=O)N2CCCC2=O)c(C)c1N(C)S(C)(=O)=O
  -18.4%, -9.5%, -0.6%
COC(C(=O)Nc1ccnn1C1CCN(Cc2cnn(C(C)C)c2)CC1)c1ccccc1 (stereo not drawn)
  -2.6%, 3.6%, -10.4%
COC(=O)c1c(NC(=O)CCNCc2ccco2)sc2c1CCC2
  -0.6%, 10.4%, -6.5%
Cc1nc(C)c(-c2csc(NCCc3ccccc3)n2)s1
  -0.3%, -9.4%, 3.6%
Cc1cc(C(=O)N2CCN(c3cccc(Cl)c3)CC2)c(C)o1
  -1.7%, 1.2%, -0.9%
O=C(CSC(=S)N1CCCCC1)N1N=CCC1c1ccccc1 (stereo not drawn)
  -5.6%, 13.9%, -1.7%
CCC(C)NC(=O)c1ccc2c(=O)n3c(nc2c1)CCCCC3 (stereo not drawn)
  0.1%, 2.4%, nt
Cc1ccc2nc(/C(C#N)=C/c3ccc(-c4cccc(Cl)c4)o3)[nH]c2c1
  -8.5%, -26.5%, nt
COC(=O)c1[nH]c2ccc(Br)cc2c1NC(=O)CN1CCCCC1CCO (stereo not drawn)
  -4.4%, ?, -16.3%[12.8 µM]
COc1cccc(N2C(=O)N(Cc3ccc(C#N)cc3)c3ccccc3S2(=O)=O)c1
  -11.6%, -12.3%, nt
CC(=O)c1cc(C)ccc1OC(=O)c1cccnc1
  -12.4%, -0.5%, 2.7%
Cc1cc(-c2nnc(CCC(=O)N(C)Cc3ccsc3)o2)no1
  ?, -14.3%, 9.9%
COc1cccc(NC(=O)CS(=O)(=O)c2cccc3nsnc23)c1
  -0.3%, 3.5%, -12.5%
CC(C)C(NC(=O)OCc1ccccc1)C(=O)OCC(=O)N1CCCCC1 (stereo not drawn)
  -12.5%, 4.2%, 3.3%
Cn1cnnc1SCc1ccc(C(=O)NN)cc1
  -7.6%, -0.1%, 7.4%
CC1CCCCN1C(=O)Cn1c(=O)n(-c2ccc(Cl)cc2)c(=O)c2c3c(sc21)CCC3 (stereo not drawn)
  -0.8%, -14.7%, nt
CC(C)=CC(=O)Nc1nnc(-c2ccccc2)s1
  -2.6%, -14.5%, 6.2%
O=C1O[C@@H](c2ccc(O)cc2)Cc2cccc(O)c21
  2.8%, -7.6%, nt
CCNC(=O)C(=O)Nc1cc2c3c(c1)CCN3C(=O)CC2
  0.0%, 5.8%, -20.6%

Additional structures:
SMILES | KAT2A inh | FEN1 inhibitor | N370S GC
O=C1C2C3C=CC(CC3)C2C(=O)N1/N=C/c1ccco1 (stereo not drawn) | -1.4% | 6.2% | 4.7%
CCCCn1c(CCC(=O)O)nc2cc(S(=O)(=O)N3CCCC3)ccc21 | 1.1% | -0.4% | nt
O=C(c1ccccn1)N1CCCC(N2CCN(c3ccccc3)CC2)C1 (stereo not drawn) | -4.7% | -3.1% | -19.3%
CCN(C(=O)COC(=O)c1ccc(=O)n(Cc2ccccc2)n1)C1CCCCC1 | -6.1% | 1.9% | nt
CC(=O)Nc1ccc(/C=N/NC(=O)c2cc3cc(C)ccc3nc2C)cc1 | -7.5% | -3.1% | nt
NCCCC[C@@H](C(=O)N1CCNCC1)n1cc(CCC(=O)O)nn1 | -1.1% | -15.4% | -19.8%
COCCCNC(=O)C1CCN(c2nc3ccc(Cl)cc3[nH]2)CC1 | -11.3% | ? | nt
O=C(COC(=O)c1n[nH]c2ccccc12)Nc1ccccc1Br | 1.4% | 12.1% | nt
COc1ccc(-n2ncc3c(=O)n(CC(=O)N(C(C)C)C(C)C)cnc32)cc1 | -7.6% | 7.2% | -9.0%
CCOc1cc(/C=N/O)cc(Br)c1OC | -5.8% | 0.8% | 25.9%
COc1ccc(C(=O)NCC(=O)Nc2ccc(F)cc2)cc1OC | -2.3% | -2.1% | 5.5%
CC(=O)c1ccc(OC(C)C(=O)NCC2(N3CCOCC3)CCCCC2)cc1 (stereo not drawn) | 1.5% | 1.6% | nt
Cc1ccc(C(=O)OCC(=O)Nc2ccc3c(c2)OCCO3)cc1C | 4.4% | 4.5% | -7.1%
O=C(Nc1ccc(N2CCOCC2)cc1)c1cccc(S(=O)(=O)N2CCCCC2)c1 | -2.2% | 8.7% | 2.3%
CCCOc1ccc2c(=O)c(-c3cc(C(=O)OC)oc3C)c(C)oc2c1 | -9.0% | -1.7% | -5.6%
COc1ccc2oc(=Nc3ccc(C(=O)O)cc3)c(C(=O)NCc3ccco3)cc2c1 | -19.1% | 14.5% | 1.0%
Cc1cc([N+](=O)[O-])nn1Cc1ccccc1F | -5.1% | -3.2% | -0.2%
Fc1ccccc1NC(=S)NCCc1cccc(Cl)c1 | 0.5% | 6.1% | -8.4%
CCN(CC)P(=O)(Nc1ccc(SC(F)F)cc1)c1ccc(N(C)C)cc1NC(=O)c1ccco1 (stereo not drawn) | -13.7% | -14.0% | 13.9%
Cc1ccc(C(=O)Nc2nc(=O)n(C(=O)CC(C)C)s2)cc1 | -0.2% | 6.1% | 5.4%
Cc1ccc(NS(=O)(=O)c2cc(-c3cnc(C4CC4)o3)ccc2C)cc1Cl | 9.6% | -8.6% | nt
N#Cc1c(N2CCCC2)nsc1-c1ccccc1 | 0.6% | 1.5% | -2.3%
CCCCn1c(CCNC(=O)CCC)nc2ccccc21 | -23.0% | -67.0% | 5.8%
Nc1nc(OCC2CCCCC2)c2[nH]cnc2n1 | -11.5%&-5.7% | -7.0% | -6.4%&-1.2%
O=C(CSc1ccc2c(c1)OCCO2)Nc1ncccc1O | -2.3% | 10.4% | -1.8%
S=C(NCc1cccs1)Nc1ccccc1Cl | 3.6% | 0.7% | 8.1%
CCCc1cc(=O)[nH]c2nnc(SCC(=O)Nc3cccc(NC(C)=O)c3)n12 | -2.7% | 6.9% | -4.4%
CC1(C2(O)CCCCC2)NCCc2ccccc21 (stereo not drawn) | 0.3% | -2.8% | -2.3%
CCCn1c(=O)c(C(=O)NNS(=O)(=O)c2ccc(Cl)cc2)c(O)c2ccccc21 | -7.7% | ? | 19.9%
Cn1c(SCC(=O)c2ccc3c(c2)OCCO3)nnc1C1CC1 | 0.3% | 8.9% | -1.3%
CCOc1ccc(-n2ccnc2SCC(=O)Nc2ccc(OC)cc2OC)cc1 | -6.1% | -14.4% | nt
CSc1nc(-c2ccco2)cc(C(F)(F)F)c1C#N | -7.7% | -2.2% | 23.0%
CCn1c(C)c(C(=O)c2ccccc2)c(C#N)c1C(=O)O | 19.9% | -14.5% | -25.8%
Cc1ccc(/C=N/NC(=O)Cn2cnc3ccccc32)cc1 | 0.9% | 3.9% | 9.2%
CCn1c(=O)c2sccc2n(Cc2ccc(C)cc2)c1=O | -1.5% | -12.1% | 2.5%
